# FUS yeast rescue: rescues growth of FUS-expressing yeast | Potency, µM (series often up to 76.6 µM), without a hit: top-dose growth rescue (activation), hits mostly activators | hit rate 0.24% among 390,000 | S. cerevisiae FUS-expressing, growth rescue, OD600, 24 h;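 also: potency is read from the fitted curve at half-maximal effect; plate controls were DMSO vehicle for no effect and reference control for full effect; nearly all actives have a fitted effect of over 55% in size; some results filed as inactive show a strong effect at the top dose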
#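 Absorbance at 600 nm, taken 24hr after compound addition, measured rescue of FUS-yeast growth at 30C. Induction used 2% galactose with seeding at OD 0.005. Controls: CP55940 from 92uM final, DMSO only.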
# Abeta rescue: A-beta toxicity reversal in yeast; yeast expressing A-beta42, growth rescue, OD600, 48 h; response scale: 0% DMSO, 100% iron-clioquinol control; Potency, µM (doses to about 46.1 µM), for inactives: at the top dose growth rescue, hits mostly activators; hit rate 0.063% among 410,000; AID 1347071; also: potency is read from the fitted curve at half-maximal effect; nearly all actives have a fitted effect of over 55% in size
#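 Yeast A-beta toxicity model in growth medium with pinned compounds, 48 h at 30 C; growth read as absorbance at 600 nm. Normalized to FeCl3/clioquinol equimolar mix (positive) and DMSO (negative).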
# EPAC1 ag: agonists of human EPAC1 | Potency, µM (titrated, usually from 154 µM), inactives show at the top dose activation, usual class: activators | AID 720707 | O95398 | hit rate 0.073% among 360,000 | EPAC1 agonist qHTS, biochemical assay; response scale: 100% = response to 6.5 mM cAMP; also: potency is read from the fitted curve at half-maximal effect; nearly all actives have a fitted effect of over 60% in size
#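 Normalized to 6.5 mM cAMP, activity reflects EPAC1-catalysed release of BODIPY-GDP from Rap1B, followed kinetically over 30 min at 480 nm excitation, 540 nm emission. Reaction contained 100 nM EPAC1, 250 nM Rap1B-BODIPY-GDP, 50 uM GDP.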
# aSyn yeast inh: rescues yeast growth from alpha-synuclein toxicity; Yeast expressing alpha-synuclein, growth rescue, BacTiter-Glo, 24 h; Potency, µM (doses to about 46.1 µM), for the others: at the top dose growth rescue (activation), most hits filed as activators; hit rate 0.14% among 370,000; also: potency is read from the fitted curve at half-maximal effect; % of control where 0% means no effect; nearly all actives have a fitted effect of over 65% in size
#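 Rescue of yeast growth: cells expressing toxic alpha-synuclein, induced in galactose at OD600 0.02, incubated with compound 24 h at 30 C. ATP luminescence quantified growth; inhibitors of toxicity appear as activators.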
# EPAC1 antagonist: blocks human EPAC1 exchange factor. AID 720709. EPAC1 GEF assay, Rap1b-BODIPY-GDP exchange fluorescence. O95398. hit rate 0.14% among 360,000. Potency, µM (titrated, usually from 115 µM), for the others: at the top dose activity change, negative = inhibition, most hits filed as inhibitors;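 also: potency is read from the fitted curve at half-maximal effect; plate controls were vehicle for no effect and positive control for full effect; nearly all actives have a fitted effect of over 50% in size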
# PLK1 PBD block: inhibitors of human PLK1 polo-box domain binding. P53350. Potency, µM, for the others: max response, negative = inhibition, most hits filed as inhibitors. Plk1 PBD binding of FITC phosphopeptide, fluorescence polarization. AID 720504. hit rate 2.8% among 360,000; also: potency is read from the fitted curve at half-maximal effect; series mostly up to about 57 µM; % is scaled to controls: 0 for no effect and ±100 for the full control effect; nearly all actives have a fitted effect of over 65% in size
# Target sequence (P53350 whole entry, looked up, the tested form may be a part): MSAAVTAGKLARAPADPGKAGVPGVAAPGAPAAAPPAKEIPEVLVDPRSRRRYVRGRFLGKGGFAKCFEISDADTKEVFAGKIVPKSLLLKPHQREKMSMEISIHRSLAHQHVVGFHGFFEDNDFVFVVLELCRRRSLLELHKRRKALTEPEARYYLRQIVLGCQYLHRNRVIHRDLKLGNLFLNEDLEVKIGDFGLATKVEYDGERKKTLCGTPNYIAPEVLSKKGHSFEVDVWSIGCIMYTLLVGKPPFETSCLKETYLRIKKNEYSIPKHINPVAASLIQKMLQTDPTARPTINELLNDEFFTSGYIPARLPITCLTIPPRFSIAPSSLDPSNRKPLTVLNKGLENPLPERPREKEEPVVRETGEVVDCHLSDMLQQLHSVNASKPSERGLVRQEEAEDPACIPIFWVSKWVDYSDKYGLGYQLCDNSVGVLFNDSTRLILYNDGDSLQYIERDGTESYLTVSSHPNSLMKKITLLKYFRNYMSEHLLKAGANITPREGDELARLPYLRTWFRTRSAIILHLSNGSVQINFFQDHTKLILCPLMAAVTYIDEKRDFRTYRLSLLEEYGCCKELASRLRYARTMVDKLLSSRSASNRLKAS
# PI5P4K alpha inh: inhibitors of human PI5P4K alpha | AID 652105 | PI5P4Kalpha enzyme, ADP-Glo luminescence, 60 min; hits give low values | max response, % | hit rate 1.2% among 330,000; active = max response of -50% or lower; inconclusive = between -30% and -50%; inactive = -30% or higher; also: value at the top dose of about 77 µM; % is scaled to controls: 0 for no effect and ±100 for the full control effect
# Target sequence (P48426 whole entry, looked up): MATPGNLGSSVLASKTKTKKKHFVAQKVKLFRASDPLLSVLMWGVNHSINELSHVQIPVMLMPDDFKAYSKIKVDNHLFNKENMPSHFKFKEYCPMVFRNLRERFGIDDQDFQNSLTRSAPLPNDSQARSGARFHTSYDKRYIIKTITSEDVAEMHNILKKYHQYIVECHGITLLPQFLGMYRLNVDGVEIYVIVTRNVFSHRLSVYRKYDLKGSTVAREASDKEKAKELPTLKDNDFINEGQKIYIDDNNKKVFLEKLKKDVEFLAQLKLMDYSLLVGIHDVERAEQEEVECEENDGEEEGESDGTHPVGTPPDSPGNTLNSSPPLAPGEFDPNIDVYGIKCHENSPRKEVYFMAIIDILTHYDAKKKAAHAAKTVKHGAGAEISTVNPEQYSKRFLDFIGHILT
#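 Reactions run in 0.038 M HEPES pH 7.4, 0.28 mM EGTA, 0.1% CHAPS and 5% DMSO, with PI5P4Kalpha, substrate, compound and 5 microM ATP final, one hour at room temperature. Readout is ADP-Glo luminescence.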
# WRN inhibitor: WRN helicase (human) inhibition; Potency, µM (top dose mostly 114 µM), inactives show at the highest dose activity change, negative = inhibition, actives largely listed as inhibitors; Q14191; hit rate 0.46% among 360,000; WRN helicase unwinding, fluorescent forked duplex, kinetic; also: potency is read from the fitted curve at half-maximal effect; % is scaled to controls: 0 for no effect and ±100 for the full control effect; nearly all actives have a fitted effect of over 55% in size
#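 WRN at 20 nM final preincubated with compound 15 min at room temperature; reaction started with 100 nM fluorophore/quencher forked duplex oligonucleotide and 2 mM ATP final. Unwinding followed kinetically by red fluorescence (ex 525, em 598 nm).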
# IL-2 act: activators of IL-2. IL-2 activation reporter assay, cell-based qHTS; stimulated with anti-CD3/CD4/CD28 beads; in transgenic mouse T cells. activation, % (series mostly up to about 46 µM). hit rate 0.065% among 360,000. AID 652025; in the data active = activation above about 50%; inconclusive = mostly about 30% to 49%; also: 0% is about no effect
#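 First, unstimulated transgenic mouse T cells were exposed to compound for 60 min. Next, anti-CD3/anti-CD4-coated beads with anti-CD28 were added. Finally, after 18 h at 37 degrees C, EGFP and DsRed were imaged.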
# Starred values were filed as active, the others as inactive; u = inconclusive; x = no result given; [ ] = another dose, or the depositor's remark. Unless noted, calls follow the shape of the dose curve; as a rule, active = well fitted curve in the direction sought with a large enough effect; inconclusive = small, poorly fitted or top-dose-only effect, or another doubt; inactive = no such curve, though single readings can be large; an effect the other way counts as inactive or inconclusive.
[1] CC(=O)Nc1ccc(NC(=O)C2Cc3c(-c4cccc(NC(C)=O)c4)ccnc3O2)cc1 (configuration not stated)
[2] COc1ccc(CC(=O)Nc2ccc(-c3noc(-c4cc(OC)c(OC)c(OC)c4)n3)cc2)cc1
[3] CCc1cc(=O)oc2c3c(cc(OCC(=O)NCc4cccnc4)c12)OC(C)(C)CC3
[4] CCN1CCN(C(=S)Nc2ccc(C(C)=O)cc2)CC1
[5] CN(CC(=O)Nc1ccc(C(N)=O)cc1)S(=O)(=O)c1ccc2c(c1)OCCO2
screen / no.,1,2,3,4,5
FUS yeast rescue,-11%,-5%,9%,-21%,17%
Abeta rescue,-10%,18%,-12%,2%,-9%
WRN inhibitor,-1%[57.1 µM],-22%[57.1 µM],5%,-3%,-1%
EPAC1 antagonist,-21%,11%,-20%,-5%,3%
EPAC1 ag,-7%,8%,-22%,6%,-4%
aSyn yeast inh,2%,0%,7%,0%,-8%
PLK1 PBD block,6%,0%,-12%,-2%,-6%
IL-2 act,1.0,-0.6,-0.7,-0.2,0.9
PI5P4K alpha inh,0,-1,3,4,0

[6] COc1ccc(CCNC(=O)Nc2cccc([N+](=O)[O-])c2)cc1
[7] CCOC(=O)c1cnc2nc(N3CCOCC3)nn2c1N
[8] S=C(Nc1ccc(Cl)c(Cl)c1)N1CCOCC1
[9] CCOC(=O)/C(O)=C(\C#N)c1nc2ccccc2[nH]1
[10] Cn1c(=O)n(C)c2cc(NC(=O)c3ccccc3[N+](=O)[O-])c(Br)cc21
screen / no.,6,7,8,9,10
FUS yeast rescue,-7%,3%,-7%,-2%,20%
Abeta rescue,7%,-11%,0%,-11%,4%
WRN inhibitor,-3%,3%,0%,5%,3%[57.1 µM]
EPAC1 antagonist,-8%,22%,3%,6%,u
EPAC1 ag,-7%,3%,10%,-5%,2%
aSyn yeast inh,-2%,-2%,2%,-3%,5%
PLK1 PBD block,7%,-14%,-9%,2%,5%
IL-2 act,-0.2,-3.2,4.3,-0.8,0.3
PI5P4K alpha inh,15,-7,8,-4,3

[11] O=C(CSc1nccn1-c1ncc(C(F)(F)F)cc1Cl)c1ccc(Br)cc1
[12] O=C(COC(=O)c1ccc(Br)o1)Nc1nc2ccccc2s1
[13] CCC(=O)N1CCN(CCN=CC2=C(O)CC(C)(C)CC2=O)CC1
[14] COc1ccc(NC(=O)c2cccc(S(=O)(=O)N3CCOCC3)c2)cc1
[15] Cc1nn(CC(=O)OCC(=O)NCCc2ccc(F)cc2)c(C)c1[N+](=O)[O-]
screen / no.,11,12,13,14,15
FUS yeast rescue,-1%,18%,8%,-5%,21%
Abeta rescue,-8%,23%,-6%,7%,24%
WRN inhibitor,1%,-2%,6%,-15%,0%
EPAC1 antagonist,-6%,-14%,11%,0%,-13%
EPAC1 ag,6%,15%,-3%,6%,-17%
aSyn yeast inh,-4%,-4%,5%,2%,5%[1.84 µM]
PLK1 PBD block,2.4µM*,-8%,-2%,1%,5%
IL-2 act,-0.6,-1.5,-2.0,-1.1,-0.4
PI5P4K alpha inh,-5,0,x,-8,-3

[16] CCC(Sc1nc2ccccc2[nH]1)C(=O)Nc1cc(C)on1 (configuration not stated)
[17] CCc1cc(C(=O)OC)c(NC(=O)CC2SC(=NC)N(C)C2=O)s1 (configuration not stated)
[18] Cn1c(=O)n(CCC(=O)O)c2ccccc21
[19] CCOc1ccc(N2CC(C(=O)N3CCN(c4ccccn4)CC3)CC2=O)cc1 (configuration not stated)
[20] Clc1cccc2sc(N3CCOCC3)nc12
screen / no.,16,17,18,19,20
FUS yeast rescue,-40%,-4%,22%,1%,5%
Abeta rescue,14%,15%,11%,12%,7%
WRN inhibitor,-3%,2%,-2%,-23%,-13%
EPAC1 antagonist,-2%,-7%,4%,-20%,-3%
EPAC1 ag,-5%,1%,3%,-7%,6%
aSyn yeast inh,-13%,4%,2%,-1%,6%
PLK1 PBD block,0%,-7%,-8%,-4%,-1%
IL-2 act,-0.4,-1.5,0.6,-1.6,4.6
PI5P4K alpha inh,-10,4,0,1,4

[21] O=C(CCn1c(=O)c2cccn2c2cccnc21)NCCCN1CCN(c2ccc(F)cc2)CC1
[22] O=C(O)c1ccc(/C=C2\SC(=Nc3ccccc3)N(c3ccccc3)C2=O)cc1
[23] Cn1cccc1/C=C1\SC(=S)N(NC(=O)c2ccc(F)cc2)C1=O
[24] C=C(C)/C=N/NC(=S)Nc1ccc(S(=O)(=O)N2CCOCC2)cc1
[25] N#CCc1ccc(NC(=O)Nc2cccc(Cl)c2)cc1
screen / no.,21,22,23,24,25
FUS yeast rescue,0%,-29%,27%,25%,x
Abeta rescue,2%,3%,-11%,6%,1%
WRN inhibitor,3%,1%,-14%,-6%,-9%[57.1 µM]
EPAC1 antagonist,13%,-13%,-5%,-7%,5%
EPAC1 ag,11%,3%,27%,10%,4%
aSyn yeast inh,6%,-1%,-11%,2%,-8%
PLK1 PBD block,-2%,-8%,24%,-4%,-6%
IL-2 act,-2.1,-0.8,-0.9,-2.3,-2.2
PI5P4K alpha inh,4,2,1,-12,1

[26] CN1CCN(C(=O)N2c3ccccc3C=Cc3ccccc32)CC1
[27] CCCCNS(=O)(=O)CCNCc1ccc(OC)cc1
[28] O=c1[nH]c2ccc(NC(=S)Nc3ccc(F)cc3)cc2[nH]1
[29] COc1ccccc1C(=O)OCC(=O)Nc1ccc(Cl)cn1
[30] COc1ccc(S(=O)(=O)NCc2csc(C)n2)cc1OC
screen / no.,26,27,28,29,30
FUS yeast rescue,-6%,-12%,-7%,-45%,-9%
Abeta rescue,-5%,-9%,-2%,-3%,7%
WRN inhibitor,-5%,-2%,1%,2%,-6%
EPAC1 antagonist,-2%,-15%,11%,-23%,9%
EPAC1 ag,1%,-4%,-4%,-9%,4%
aSyn yeast inh,-6%,-4%,2%,-6%,3%
PLK1 PBD block,-18%,-4%,-30%,5%,3%
IL-2 act,-0.2,0.3,-0.9,-0.7,-2.8
PI5P4K alpha inh,1,2,-4,2,4

# Exported as labelled records: part of the list above.
21: O=C(CCn1c(=O)c2cccn2c2cccnc21)NCCCN1CCN(c2ccc(F)cc2)CC1
- FUS yeast rescue: 0%
- Abeta rescue: 2%
- WRN inhibitor: 3%
- EPAC1 antagonist: 13%
- EPAC1 ag: 11%
- aSyn yeast inh: 6%
- PLK1 PBD block: -2%
- IL-2 act: -2.1
- PI5P4K alpha inh: 4

22: O=C(O)c1ccc(/C=C2\SC(=Nc3ccccc3)N(c3ccccc3)C2=O)cc1
- FUS yeast rescue: -29%
- Abeta rescue: 3%
- WRN inhibitor: 1%
- EPAC1 antagonist: -13%
- EPAC1 ag: 3%
- aSyn yeast inh: -1%
- PLK1 PBD block: -8%
- IL-2 act: -0.8
- PI5P4K alpha inh: 2

23: Cn1cccc1/C=C1\SC(=S)N(NC(=O)c2ccc(F)cc2)C1=O
- FUS yeast rescue: 27%
- Abeta rescue: -11%
- WRN inhibitor: -14%
- EPAC1 antagonist: -5%
- EPAC1 ag: 27%
- aSyn yeast inh: -11%
- PLK1 PBD block: 24%
- IL-2 act: -0.9
- PI5P4K alpha inh: 1

# Remaining list, next part.
[31] Cc1nn(CC(=O)NCCN2CCCCC2C)c(=O)c2cc(-c3ccccc3)nn12 (configuration not stated)
[32] COc1ccc(-c2csc(-c3ccccc3)n2)c(OC)c1
[33] CN(C)c1ccc(C(=O)C(=O)N2CCN(c3ccccc3)CC2)cc1
[34] COc1ccc(-c2cc(C(F)(F)F)nc(SCC(=O)N3CCOCC3)n2)cc1OC
[35] CCN(CC)S(=O)(=O)c1cccc(-c2nnc(SCc3ncc(-c4ccccc4)o3)n2C)c1
screen / no.,31,32,33,34,35
FUS yeast rescue,-10%,1%,4%,1%,19%
Abeta rescue,-5%,-37%[inhibitor],-1%,-12%,18%
WRN inhibitor,12%,-3%,0%,-1%,-7%
EPAC1 antagonist,-7%,-13%,10%,-1%,-8%
EPAC1 ag,-7%,1%,-1%,-4%,-11%
aSyn yeast inh,0%,-21%,2%,2%,2%
PLK1 PBD block,-2%,u,-3%,-9%,6%
IL-2 act,2.1,-0.1,-0.3,-1.7,-0.6
PI5P4K alpha inh,3,13,-12,2,1

[36] CCOC(=O)c1c(NC(=O)CN(CC)CC)sc2c1CCC2
[37] CCS(=O)(=O)c1cc([N+](=O)[O-])c(Sc2ccccc2NC(C)=O)s1
[38] O=C(NCCCn1ccnc1)c1ccc(N2CCCCC2)c([N+](=O)[O-])c1
[39] CC[C@@H]1CC=C[C@H]2[C@H]1C(=O)N(Cc1ccccc1)[C@H]2c1ccoc1
screen / no.,36,37,38,39
FUS yeast rescue,-22%,-3%,7%,-8%
Abeta rescue,19%,-12%,-13%,-10%
WRN inhibitor,-6%,-16%,-18%,-11%
EPAC1 antagonist,0%,-11%,-13%,-3%
EPAC1 ag,10%,8%,4%,-3%
aSyn yeast inh,4%,4%,1%,12%
PLK1 PBD block,2%,u,-3%,u
IL-2 act,-0.4,-4.7,-6.1,-0.6
PI5P4K alpha inh,x,u,0,-18

# Source: PubChem BioAssay (National Center for Advancing Translational Sciences (NCATS))
